Bioassay records from PubChem.
aSyn yeast inh: inhibitors of alpha-synuclein toxicity in yeast. Yeast expressing alpha-synuclein, growth rescue, BacTiter-Glo, 24 h. Potency, µM (doses to about 46.1 µM), for inactives: at the highest dose growth rescue (activation), most hits filed as activators. hit rate 0.14% among 370,000. AID 652106; note: potency is the fitted concentration of half-maximal effect; % of control where 0% means no effect; nearly all actives have a fitted effect of over 65% in size
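Readout is rescue of growth in alpha-synuclein-expressing yeast, so inhibitors of toxicity appear as activators. Growth after 24 hr at 30 deg C in galactose medium is quantified by luminescence.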
TDP43 rescue: inhibitors of TDP-43 toxicity in yeast; TDP-43 expressing yeast growth rescue, BacTiter-Glo, 24 h; Potency, µM (top dose mostly 46.1 µM), without a hit: at the top dose growth rescue (activation), most hits filed as activators; hit rate 1.8% among 410,000; AID 652104; note: potency is the fitted concentration of half-maximal effect; % of control where 0% means no effect; nearly all actives have a fitted effect of over 50% in size
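Yeast expressing TDP-43 (pregrown in raffinose, seeded at OD600=0.02 in galactose medium) exposed to compounds 24 hr at 30 deg C. Growth read by BacTiter-Glo luminescence; rescue of toxicity appears as increased signal.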
GLP1R ag: activates the human GLP-1 receptor; Potency, µM (series often up to 45.6 µM), for inactives: at the top dose activation, hits mostly activators; hit rate 0.007% among 380,000; HEK293 GLP-1R CRE-luciferase, luminescence, 4-6 h; cells express a hypersensitive GLP-1R form; AID 624172; P43220; note: potency is the fitted concentration of half-maximal effect; % of control where 0% means no effect
Target sequence (P43220 whole entry, looked up): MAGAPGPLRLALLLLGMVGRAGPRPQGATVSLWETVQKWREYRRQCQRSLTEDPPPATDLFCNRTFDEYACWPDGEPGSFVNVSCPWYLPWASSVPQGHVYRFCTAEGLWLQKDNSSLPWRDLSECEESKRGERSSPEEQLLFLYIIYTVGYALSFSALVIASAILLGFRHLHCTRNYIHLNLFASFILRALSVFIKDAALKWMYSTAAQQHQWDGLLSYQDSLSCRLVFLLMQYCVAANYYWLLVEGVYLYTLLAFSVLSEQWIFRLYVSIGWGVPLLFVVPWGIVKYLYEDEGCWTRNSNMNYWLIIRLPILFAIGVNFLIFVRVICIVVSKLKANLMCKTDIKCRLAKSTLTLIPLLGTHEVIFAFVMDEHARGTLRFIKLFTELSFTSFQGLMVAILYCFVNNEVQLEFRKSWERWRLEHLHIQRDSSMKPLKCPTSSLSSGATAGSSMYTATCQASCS
DRD3 agonist: activates the human D3 dopamine receptor | AID 652048 | D3R DiscoveRx beta-arrestin cells, luminescence, 90 min | max activation, % | hit rate 0.58% among 410,000 | P35462; in the data active = max activation above about 30%; note: 0% is about no effect; mostly tested at two doses, the higher about 12 µM
Target sequence (P35462 whole entry, looked up): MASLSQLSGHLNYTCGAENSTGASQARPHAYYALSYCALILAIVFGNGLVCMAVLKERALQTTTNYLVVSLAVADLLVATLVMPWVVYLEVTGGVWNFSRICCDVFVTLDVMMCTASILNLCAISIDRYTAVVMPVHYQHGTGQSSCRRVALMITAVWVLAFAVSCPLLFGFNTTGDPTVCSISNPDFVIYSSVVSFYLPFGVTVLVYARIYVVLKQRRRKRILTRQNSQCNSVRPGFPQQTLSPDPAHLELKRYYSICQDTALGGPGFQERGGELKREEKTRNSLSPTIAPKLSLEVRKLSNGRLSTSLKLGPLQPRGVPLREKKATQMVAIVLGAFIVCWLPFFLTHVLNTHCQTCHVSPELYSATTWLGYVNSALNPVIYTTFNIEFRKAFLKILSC
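Agonist-mode cell screen: cells plated at 1500/well and incubated overnight at 37 °C, then exposed to library compounds for 90 min at 37 °C. Detection reagent was added for 30–60 min at room temperature, and luminescence was read.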
PTHR1 agonist: PTHR1 (human) receptor agonism; AID 743266; HEK293 GP2 PTHR1 cells, GloSensor cAMP luminescence, 1 h; Potency, µM (series often up to 115 µM), for inactives: at the top dose activation, hits mostly activators; hit rate 0.075% among 410,000; note: potency is the fitted concentration of half-maximal effect; nearly all actives have a fitted effect of over 55% in size; some results filed as inactive show a strong effect at the top dose; inactives centre near -15; many of its hits are not listed in these tables
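HEK-293-derived GP2 cells expressing PTHR1 and a GloSensor cAMP reporter, 3,000/well, plated overnight, given luciferin plus IBMX (each 0.5 mM as added) for 1 h at 37 °C, then compound for 1 h at 37 °C. Luminescence was read after 15 min at room temperature.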
D3 antag: antagonists of human D3 dopamine receptor | P35462 | D3R cells, DiscoveRx beta-arrestin luminescence, antagonist mode; stronger effect = lower value | max response, negative = inhibition, % | hit rate 2.5% among 360,000; in the data active = max response below about -50%; inconclusive = no clear call, values can overlap the other calls; note: % is set by controls: 0 for no effect and ±100 for the full control effect; mostly tested at two doses, the higher about 12 µM
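Cells expressing the human receptor were seeded at 1500 cells/well, incubated overnight at 37 degrees C in 5% CO2, then exposed to library compounds with dopamine controls for 90 minutes at 37 degrees C before luminescent detection.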
GLP1R inv ag: inverse agonists of human GLP-1 receptor. P43220. HEK293 GLP-1R CRE-luciferase, luminescence, 24 h; GLP-1R form is constitutively active. Potency, µM (top dose mostly 38.3 µM), inactives show top-dose activity change, negative = inhibition, usual class: inhibitors. hit rate 1.6% among 410,000; note: potency is the fitted concentration of half-maximal effect; % is set by controls: 0 for no effect and ±100 for the full control effect; nearly all actives have a fitted effect of over 55% in size
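Using stably transfected HEK293 (constitutively active GLP-1R, cAMP-luciferase reporter), compounds were incubated 24 hr and luciferase measured by luminescence.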
GLP1R cytotox: cytotoxicity counter-screen for GLP-1 receptor inverse agonists; HEK293 cAMP-luciferase reporter cells, luminescence, 24 h; hit rate 0.13% among 410,000; AID 624418; Potency, µM (series often up to 38.3 µM), for the others: at the highest dose activity change, negative = inhibition, usual class: inhibitors;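 note: loss of luciferase light is scored as toxicity; potency is the fitted concentration of half-maximal effect; % is set by controls: 0 for no effect and ±100 for the full control effect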
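A 23 nL compound transfer followed 12 hours of cell culture at 37 deg C; exposure then lasted 24 hr. Luciferase assay detection reagent was dispensed and plates read for luminescence after a 12 min room-temperature wait.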
KB-V1 cytotox: kills drug-selected multidrug resistant KB-V1 cells. KB-V1 MDR cells viability, CellTiter-Glo, 72 h. Potency, µM (highest dose often 46.1 µM), inactives show top-dose activity change, negative = cytotoxicity, most hits filed as cytotoxic. hit rate 3.4% among 400,000. AID 1347076; note: potency is the fitted concentration of half-maximal effect; % is set by controls: 0 for no effect and ±100 for the full control effect; nearly all actives have a fitted effect of over 60% in size
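Compound-treated KB-V1 multidrug-resistant cells, 72 h, 37 degrees C; viability by CellTiter-Glo. Fitted qHTS curves give the values.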
The depositor's hits bear a star; i = inactive; ? = inconclusive; . = no result given; & = joins results of further samples; [ ] = another dose, or the depositor's remark. Unless noted, calls come from the whole dose curve; as a rule, active = well fitted curve in the direction sought with a large enough effect; inconclusive = small, poorly fitted or top-dose-only effect, or another doubt; inactive = no such curve, though single readings can be large; an effect the other way counts as inactive or inconclusive. Some of the compounds tested. The share of hits here may be higher or lower than overall.

SMILES | aSyn yeast inh | TDP43 rescue | GLP1R ag | DRD3 agonist | PTHR1 agonist | D3 antag | GLP1R inv ag | GLP1R cytotox | KB-V1 cytotox
Cc1ccc2occ(CC(=O)Nc3ccc(Cl)c(C(F)(F)F)c3)c2c1 | . | 26.9% | . | 2.5 | -48.9%[inhibitor] | . | ? | -29.1% | ?
O=C(NC1CCC(O)CC1)C1CCN(S(=O)(=O)c2c(Cl)cccc2Cl)CC1 (stereo not drawn) | -3.9% | -14.3% | -5.7% | 2.4 | i | -3.3 | 15.3% | 1.0% | 2.8%
CCCN(CCC)C(=S)NC(=O)c1ccc(Cl)cc1Cl | 7.9% | ? | -13.9% | 1.6 | -24.8% | -181.6* | 0.0% | -17.8% | ?
CCOc1cccc(/C(O)=C2/C(=O)C(=O)N(CCN3CCOCC3)C2c2cccnc2)c1 (stereo not drawn) | -3.9% | -8.6% | 0.6% | -1.4 | -17.6% | ? | 6.9% | -4.7% | 27.4%
CN1CCN(C(=O)CSc2nc(-c3ccco3)cc(C(F)(F)F)n2)CC1 | -9.3% | -3.1% | 10.4% | -0.1 | i | 0.3 | 14.3% | -6.9% | 0.9%
Cc1c(CNCCC2=CCCCC2)c(C(=O)O)c(C)n1Cc1ccccc1 | 6.5% | 8.8% | 3.9% | 4.3 | i | 7.3 | 1.0% | 1.4% | 22.8%
Cn1c(=O)c2c(nc(/C=C/c3cccc(Cl)c3)n2C)n(C)c1=O | 2.8%&-2.3% | 15.4% | -5.6% | -6.4 | i | 4.1 | -10.5% | 2.5% | -0.7%
COc1cccc(CN(C)CC(=O)Nc2cc3oc4ccccc4c3cc2OC)c1 | -18.0% | ? | 10.7% | 21.9 | i | 53.9 | ? | 3.7% | ?
CC(C)(C)NC(=S)NC(=O)C12CC3CCC(CC(C3)C1)C2 | -8.0% | 24.5% | -2.3% | 2.3 | i | ? | -4.3% | -1.9% | 0.0%
CN(C)C(=O)c1c(-c2ccccc2)oc2ccc(O)cc12 | -32.4%[inhibitor] | -19.8% | -0.5% | -3.0 | -17.4%[57.5 µM] | 1.6 | -34.0% | 3.8% | -22.8%
CCOC(=O)CSC1=Nc2ccccc2C2=NC(CCC(=O)NCc3ccccc3)C(=O)N12 (stereo not drawn) | . | -7.4% | . | -3.2 | i | . | 1.0% | -1.0% | ?
COc1ccc(OC)c(S(=O)(=O)NCC(c2ccc(N(C)C)cc2)N2CCOCC2)c1 (stereo not drawn) | . | -1.1% | . | -8.1 | i | . | 11.3% | -2.8% | 25.7%

In another format: two of the compounds above.
molecule: COc1ccc(OC)c(S(=O)(=O)NCC(c2ccc(N(C)C)cc2)N2CCOCC2)c1 (stereo not drawn)
  aSyn yeast inh: . | TDP43 rescue: -1.1% | GLP1R ag: . | DRD3 agonist: -8.1 | PTHR1 agonist: i | D3 antag: . | GLP1R inv ag: 11.3% | GLP1R cytotox: -2.8% | KB-V1 cytotox: 25.7%

molecule: O=C(NC1CCC(O)CC1)C1CCN(S(=O)(=O)c2c(Cl)cccc2Cl)CC1 (stereo not drawn)
  aSyn yeast inh: -3.9% | TDP43 rescue: -14.3% | GLP1R ag: -5.7% | DRD3 agonist: 2.4 | PTHR1 agonist: i | D3 antag: -3.3 | GLP1R inv ag: 15.3% | GLP1R cytotox: 1.0% | KB-V1 cytotox: 2.8%

Additional structures:
SMILES | aSyn yeast inh | TDP43 rescue | GLP1R ag | DRD3 agonist | PTHR1 agonist | D3 antag | GLP1R inv ag | GLP1R cytotox | KB-V1 cytotox
COC(=O)C(C(=O)OC)C(c1ccccc1)C(C(=O)c1ccccc1)[N+](=O)[O-] (stereo not drawn) | ? | -18.7% | 0.5% | -0.2 | -3.9% | 4.8 | 10.4% | -1.8% | -3.3%
Cc1ccc(C)c(S(=O)(=O)N2CCN(C(=O)Cc3sc(C)nc3-c3ccc(F)cc3)CC2)c1 | 15.8µM* | 18.0% | -38.2%[inhibitor] | -8.9 | -29.6% | 14.6 | ? | -6.2% | 23.1µM*
CCc1ccc(NC(=O)CN2C(=O)C(c3ccc(F)cc3)=NC2(C)C)cc1 | . | ? | . | 5.9 | -2.9% | . | ? | 0.3% | .
CCCCNC(=O)CN(Cc1ccco1)S(=O)(=O)c1ccc(C(C)=O)cc1 | -1.7%[1.84 µM] | -22.1% | -4.6% | -15.5 | -4.5% | 8.6 | 3.1% | 15.8% | 0.8%
C#Cc1cccc(NC(=O)c2ccc3c(c2)C(=O)N(Cc2cccnc2)C3=O)c1 | 0.0% | -0.7% | -14.6% | 9.4 | -33.8%[inhibitor] | 21.7 | 7.7% | -14.2% | 1.1%
CCOc1ccc(N2C(=O)c3cccnc3C2Nc2ccc(Cl)cc2)cc1 (stereo not drawn) | 4.1% | 12.4% | -11.2% | 8.0 | i | -25.8 | -27.4% | -29.5% | ?
O=C(O)Cn1cc(F)c(=O)[nH]c1=O | 5.0% | -3.4% | -4.9% | -14.3 | -16.1% | -25.1 | 0.9% | 2.4% | -7.9%
CCOC(=O)N1CCC(NC(=O)C2CCN(Cc3nc(-c4ccc(CC)cc4)oc3C)CC2)CC1 | -15.2% | 14.3% | -4.4% | 5.3 | i | 8.9 | 11.1% | -17.7% | 7.9%
CCOc1ccc(-c2nc(CN3CCCC(C(=O)N4CCOCC4)C3)c(C)o2)cc1 (stereo not drawn) | -1.7% | -15.6% | 5.6% | -16.7 | -10.7% | 1.7 | -2.2% | -1.3% | 0.7%
Oc1c(CN2CCN(c3ccccc3)CC2)cc(Br)c2cccnc12 | 6.6% | 0.1% | -0.3% | -14.6 | i | ? | -22.8% | ? | 2.7%
CCOC(COC(=O)c1ccccc1C(=O)O)c1ccccc1 (stereo not drawn) | 0.5% | -8.4% | 0.4% | 2.3 | i | -24.5 | -5.5% | 1.1% | 21.4%
O=C(NCc1ccc2c(c1)OCO2)C12CC3CC(CC(C3)C1)C2 | 1.0% | -17.0% | 0.5% | 7.3 | -9.0%[57.5 µM] | 10.5 | -5.3% | 8.9% | 12.5%
N=C1N(c2ccccc2)C(=S)C(=Nc2ccccc2)N1c1ccccc1 | -12.2% | -14.8% | 10.9% | -10.6 | -11.5% | -61.3* | 12.6µM* | -0.6% | -5.9%
COc1cc(/C=C2\CC/C(=C\c3cc(OC)c(OC)c(OC)c3)C2=O)cc(OC)c1OC | -1.5% | 0.0% | 10.3% | -7.9 | -8.2% | -4.3 | -8.3% | 19.9% | -28.5%
Cc1ccc(C(=O)O/N=C(\N)c2ccc(Br)cc2)cc1C | -12.3% | ? | 0.2% | 0.2 | -0.2%[57.5 µM] | 5.8 | 77.6%[activator] | 0.5% | -24.0%
COc1cccc(-c2cnc(C(O)c3cccc(C)c3C)[nH]2)c1 (stereo not drawn) | -1.1% | -3.8% | 3.0% | -1.1 | -2.8% | -19.2 | 2.5% | 0.2% | -15.2%
Cc1cccc(C)c1N=C1NN=C(c2ccccc2F)CS1 | 1.7% | 20.2% | 1.4% | -2.8 | -22.6% | 1.2 | ? | -6.9% | 18.4µM*
CC1CCN(C(=O)CC#N)CC1 | 2.6% | 5.6% | 6.6% | 4.9 | i | -1.7 | 2.8% | -5.2% | 28.4%
COc1cc(CCC(=O)OCC(=O)c2ccc[nH]2)cc(OC)c1OC | -2.3% | -12.7% | 8.0% | -16.8 | 7.1% | -26.5 | -4.6% | 4.1% | .
COCCn1nnnc1C(c1ccccc1OC)N1CCN(c2ccccc2)CC1 (stereo not drawn) | 1.8% | 13.6% | -14.9% | -3.2 | i | ? | -11.6% | -9.7% | ?
Nc1nc(Cl)cc(=O)n1Cc1ccc(Cl)cc1 | 8.0% | 14.4% | -4.0% | 3.4 | -20.3% | -4.3 | 15.4% | 2.7% | -3.6%
COc1cccc(/C=N/NC(=O)c2cc(-c3cccn3C)n[nH]2)c1 | -8.9% | -19.5% | 5.7% | -7.5 | ? | -50.5* | 85.2%[activator] | 2.6% | ?
C=Cc1ccc(Cn2c(=O)cc(C)c3c(C)nn(C)c32)cc1 | . | ? | . | 1.8 | -0.6% | . | 38.0%[activator] | 18.9% | -26.5%
CCOC(=O)c1ccc2c(c1)N(CC(=O)Nc1ccc(CC)cc1)C(=O)c1ccccc1S2 | 4.5% | ? | -0.4% | 0.8 | i | . | 0.6% | 0.1% | ?
Cc1cccc(NC2=NCC(=O)N2Cc2cccs2)c1 | 2.8% | 1.6% | 13.1% | -1.8 | -38.7%[inhibitor] | -3.3 | 9.9% | -1.5% | -11.3%
CC(C)CCN(C(=O)C1CCCC1)c1c(N)n(Cc2ccccc2)c(=O)[nH]c1=O | 0.3% | 9.5% | 0.0% | -4.9 | -18.3% | -8.0 | 3.9% | 4.9% | ?
CC1(C(=O)NC2CCCCC2)CCC(=O)N1C1CCN(Cc2ccccc2)CC1 (stereo not drawn) | 2.0% | 2.9% | 1.8% | 6.4 | -4.5% | 7.9 | 19.6% | 2.9% | 17.4%
O=C(NC1CCC(O)CC1)c1ccc(-c2ccc([N+](=O)[O-])cc2)o1 (stereo not drawn) | 21.2% | 18.0% | -5.5% | -1.2 | -24.5% | 1.6 | 3.0% | -15.1% | -26.4%
O=C(c1ccco1)N1CCN(C(c2ccc(Cl)cc2)c2nnnn2Cc2ccccc2)CC1 (stereo not drawn) | 4.4% | 5.4% | 0.1% | 0.1 | -27.2% | -18.3 | ? | -22.3% | 16.4µM*
Cc1cccc(NC(=O)C(c2ccccc2)N2Cc3ccccc3C2=O)c1C (stereo not drawn) | . | 26.7% | . | -10.2 | i | . | ? | 1.1% | .
CCOc1ccc(/C=C2\SC(=S)N(N3C(=O)C4CC4C3=O)C2=O)cc1 (stereo not drawn) | 7.6% | 8.9% | 2.1% | 6.5 | i | 3.4 | 7.3% | 4.6% | 0.9%
Fc1ccc(-c2nc3c4ccccc4ccn3c2Cc2ccccc2C(F)(F)F)cc1 | 15.6% | ? | 8.0% | -0.8 | i | -20.4 | ? | 3.9% | -11.9%
